Compound activity: PubChem, several laboratories
Hep lipid drop: inhibitors of hepatocyte lipid droplet formation, primary screen, imaging, high-throughput imaging, BODIPY stain | AML12 mouse hepatocytes, oleate lipid droplets | inhibition, % at 6.5 µM | 240,000 compounds, 0.4% hits;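 active = lipid droplet intensity inhibited by at least 50%, with more than 500 cells counted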
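Assay system: AML12 hepatocytes (mouse); Probe or stimulus: oleic acid at 100 µM to induce lipid droplet formation; Dosing: compound at 6.5 µM only; Schedule: compound with oleate, overnight; Detection: fluorescence imaging, 20x objective, two fields per well; Measure: % inhibition of lipid droplet signal.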
Dynein transport: inhibitors of GR-EGFP nuclear translocation, primary screen, dynein cargo transport inhibitor project, imaging, high-content, 3617.4 mouse cells; AID 1381, 2008; z-score, hits read low; test concentration mostly 20 µM; stimulated with dexamethasone, 1 µM; active compounds read low; 220,000 compounds, 0.47% hits;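 active = plate z-score of nuclear minus cytoplasmic receptor signal below a set negative limit, without overly bright fluorescence or cell loss, cut at about -3.5 in these data, passing the limit was not always enough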;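 note: z-score of nuclear minus cytoplasmic ring GR-EGFP intensity difference per well; some compounds called inactive have numbers as strong as hits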
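Buffer or medium: tetracycline-free induction medium containing charcoal-stripped FBS / Reagent: dexamethasone agonist, 1.0 µM final, for 30 min / Technique: automated 10x imaging of fixed Hoechst-stained cells / Times: induction 48 h, compound 1 h, agonist 30 min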
bCat nuc transl: modulators of beta-catenin nuclear translocation, primary screen, imaging, HeLa cells, immunofluorescence, high-content. 190,000 compounds, 0.3% hits. nuclear translocation activity, % at 5 µM;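 active = nuclear translocation activity above 50% at 5 µM, with a well cell count of 50 or more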;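 note: per-cell ratio of nuclear to cytoplasmic median beta-catenin stain intensity; plate controls were DMSO negative control for no effect and GSK-3 inhibitor IX positive control for full effect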
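Technique: fluorescence imaging of beta-catenin antibody stain plus DAPI / Material: human HeLa cell line / Incubation: compound treatment 24 h, 37°C, 5% CO2 / Read-out basis: % activation of per-cell nuclear versus cytoplasmic median beta-catenin signal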
ER stress rescue: rescue of cells from ER stress-induced death, primary screen, 384-well, CSM14.1, thapsigargin, ATP luminescence (AID 1222); cellular ATP content (survival), % at 20 µM, or EC50 in µM where a hit was titrated; 190,000 tested, under 10 active; CSM14.1 thapsigargin-induced death rescue, ATP luminescence; higher % means a stronger effect;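 active = EC50 below 50 µM in the dose-response confirmation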;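 note: death triggered by thapsigargin at about 15 µM added after 2 h compound pretreatment; cell ATP read after overnight thapsigargin exposure of roughly 18 to 22 hours; normalized against plate controls of thapsigargin alone and 5% DMSO vehicle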
Insulin prom up: insulin promoter activators in MIN6 cells, imaging, high-content screening, mouse beta cells; MIN6 insulin promoter-GFP reporter; active compounds read high; z-score at 5 µM; 190,000 compounds, 0.3% hits; AID 1625, 2009;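 active = z-score above 3 at 5 µM with at least 500 cells counted in the well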
XIAP displacement: XIAP antagonists, biochemical, IAP family, fluorescence polarization (AID 1018) | E3 ubiquitin-protein ligase XIAP (Homo sapiens) | XIAP BIR domain, fluorescence polarization peptide displacement; higher % means a stronger effect | one-dose displacement, % at 20 µM; IC50 in µM for titrated hits | 200,000 compounds, 0.007% hits; in the data active = displacement above about 50%; note: a part of the inactive calls stands beside numbers as strong as those of hits
WT yeast gro inh: growth inhibition of WT strain, primary screen, mitochondrial fusion inhibitor project, WT and mutant strains, chemical genetic; mitochondrial fusion phenotypic screen; inhibition, % at 10 µM; 190,000 compounds, 2.1% hits; AID 1362, 2008; in the data active = inhibition above about 58%; tested in S. cerevisiae
MT stabilizer: microtubule stabilizers in HeLa cells, primary screen, imaging, high-content imaging; HeLa tubulin immunostaining HCS, 24 h; share of cells brighter than vehicle mean+2SD; % tubulin-high responders, % at 10 µM; 200,000 compounds, 0.83% hits;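 active = plate Z-score above 3 for both tubulin-high and condensed-nucleus cell shares, with cell loss under 80%, at 10 µM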;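 note: anti alpha tubulin signal scored within the nucleus-defined area of each cell; some results filed as inactive read as strong as hits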
Autophagy mod: autophagy modulators in MEF cells, primary screen, imaging, high-content, MEF GFP-LC3. MEF GFP-LC3 puncta imaging; test concentration mostly 10 µM. calls only at 10 µM (by protocol). AID 463193, 2010. 190,000 compounds, 0.98% hits;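 active = percentage of spot-positive cells more than 3 SD above its plate mean, without a fluorescence outlier flag or 80% toxicity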;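 note: spot-positive cell cutoff set from DMSO-treated cells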
WT yeast gro inh mutant strain: also measured in WT yeast gro inh; calls as there; inhibition, %; mitochondrial fusion phenotypic screen, mutant strain inhibition
Dynein transport cytoplasmic EGFP: recorded beside Dynein transport, whose call it bears; z-score; measured here: cytoplasmic GR-EGFP intensity; active compounds read high
Dynein transport nuclear GR-EGFP: second read-out of Dynein transport, no call of its own (marks repeat the call); z-score; measured here: nuclear GR-EGFP intensity;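 lower value marks the stronger effect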
Dynein transport cell count: recorded beside Dynein transport, whose call it bears; z-score; measured here: cell count per field
Insulin prom up cell count: further read-out of Insulin prom up, marked with its call; cell count; measured here: cytotoxicity, nuclei count;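 total cells summed across four imaged fields per well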
Hep lipid drop cells 6.5 µM: second read-out of Hep lipid drop, no call of its own (marks repeat the call); cell count; measured here: cell count, cytotoxicity flag;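 cells counted across two imaged fields per well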
bCat nuc transl cell count 5 µM: also measured in bCat nuc transl; calls as there; cell count; measured here: cell count, cytotoxicity flag
MT stabilizer Hoechst-high %: second read-out of MT stabilizer, no call of its own (marks repeat the call); % Hoechst-high responders; measured here: nuclear condensation Hoechst responders;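 share of cells brighter than vehicle mean plus two SD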
MT stabilizer cytotoxicity %: further read-out of MT stabilizer, marked with its call; toxicity, %; measured here: cytotoxicity by cell density;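 0% = mean cell density of plate MIN control wells and 100% = no cells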
Autophagy mod cell loss 18 h: second read-out of Autophagy mod, no call of its own (marks repeat the call); toxicity, %; measured here: cell loss, nuclei count;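 cell loss after 18 h compound exposure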
Starred values were filed as active, the others as inactive; i = inactive; · = not tested or not shown.

SMILES	Hep lipid drop	Hep lipid drop cells 6.5 µM	Dynein transport	Dynein transport cytoplasmic EGFP	Dynein transport nuclear GR-EGFP	Dynein transport cell count	bCat nuc transl	bCat nuc transl cell count 5 µM	ER stress rescue	Insulin prom up	Insulin prom up cell count	XIAP displacement	WT yeast gro inh	WT yeast gro inh mutant strain	MT stabilizer	MT stabilizer Hoechst-high %	MT stabilizer cytotoxicity %	Autophagy mod	Autophagy mod cell loss 18 h
COc1ccccc1S(=O)(=O)Nc1cc(S(=O)(=O)N2CCCCC2)ccc1N1CCOCC1	-24	725	-0.017	-0.38	-0.32	0.69	-3.6	1075	0.5%	-0.3	1571	0.7%	-4	-1	2.7	1.9	5.1	i	32
Cc1cc(-c2ccccc2)nc2c(Br)c(=O)[nH]n12	0	723	-0.15	-0.35	0.44	0.55	5.5	891	0.2%	-0.27	1709	-4.0%	5	-2	4.0	1.9	19	i	13
CN(C)S(=O)(=O)N1CCN(C(=O)c2cccc(Br)c2)CC1	-1	787	-0.0015	-0.32	0.16	0.33	·	·	-0.9%	0.67	811	-7.3%	-4	0	2.1	1.2	8.0	i	-8
Cc1cc(C)nc(N/C(=N\S(=O)(=O)Cc2ccccc2)Nc2cccc(Cl)c2C)n1	·	·	-0.97	-0.014	-0.16	-0.16	-1.8	989	1.7%	0.22	933	-1.4%	-8	-6	6.7	4.7	13	i	17
Cc1ccc(NC(=O)Cc2csc(-c3ccccc3)n2)cc1F	7	620	-0.12	-0.22	0.089	-0.2	0.6	1035	-2.5%	-0.15	1227	-1.5%	-10	-6	1.7	3.1	7.1	i	-4
CCOC(=O)/C(=C/C1=CC(=C/N(C)C)/C(=O)O1)C(C)=O	-4	707	0.47	-0.24	-0.18	-0.033	-3.3	1174	·	0.23	1435	·	·	·	·	·	·	·	·
NC(=O)c1ccsc1NC(=O)CSc1nnc(C2CC2)n1Cc1ccccc1	·	·	-1.6	-0.46	-0.56	0.74	1.8	1352	-1.0%	0.09	1459	-3.7%	57	1	3.3	2.3	2.0	i	1
COc1cccc(C2=NOC(C(=O)Nc3cccnc3Cl)C2)c1OC (stereo not drawn)	2	740	0.14	-0.37	-0.43	-0.23	-1.7	1009	-2.0%	-0.37	1201	-2.3%	-8	-10	1.5	2.2	5.4	i	-11
Cn1cc(P(=S)(N2CCOCC2)N2CCOCC2)cc1P(=O)(N1CCOCC1)N1CCOCC1	4	690	0.39	-0.11	0.42	0.84	1.1	1070	-0.2%	0.84	1221	-2.9%	-3	-6	6.3	2.1	6.4	i	12
Cc1onc(-c2ccccc2Cl)c1C(=O)Nc1cccc2cccnc12	·	·	-0.42	-0.28	0.19	-0.22	-8.5	1003	-0.2%	-2.3	1158	0.9%	57	3	4.4	1.6	3.0	i	5
CCN(CC)CCCN1C(=O)C(=O)/C(=C(/O)c2ccc(OC)c(Cl)c2)C1c1ccco1 (stereo not drawn)	·	·	·	·	·	·	-2.0	775	-1.9%	1	1201	-7.6%	·	·	·	·	·	·	·
O=c1oc2ccccc2c(NCc2cccc(F)c2)c1[N+](=O)[O-]	13	799	-0.069	-0.025	-0.16	-0.74	1.8	1042	0.8%	·	·	-1.4%	-8	-54	4.9	2.4	7.1	i	-19
NC(=O)C1CCN(C(=O)/C=C/c2ccccc2[N+](=O)[O-])CC1	-4	714	-0.23	-0.18	-0.09	0.34	-2.8	1182	·	-0.08	1533	·	·	·	·	·	·	·	·
CCOC(=O)CSc1cc(C)nc(NC(C)=O)n1	·	·	1.9	-0.12	1.5	-0.52	-2.7	957	1.6%	0.76	1250	-2.5%	-9	-36	5.8	2.7	7.9	i	-2
O=C(O)c1ccc(C=C(c2nc3ccccc3s2)c2nc3ccccc3s2)cc1	8	678	-4.6*	0.47*	-1.9*	-0.24*	-0.4	1149	-0.2%	0.22	1305	-8.2%	74*	28*	1.8	1.5	2.9	i	-2
CC1CC(=O)Nc2ccccc2N1C(=O)Nc1ccccc1 (stereo not drawn)	6	692	-0.0012	-0.29	-0.27	0.057	1.8	1266	·	-0.52	1465	·	·	·	·	·	·	·	·
O=C(Nc1ccc(C(F)(F)F)cc1)c1ccc2nc[nH]c2c1	0	676	-0.38	-0.27	0.67	0.25	-2.1	572	-2.2%	0.08	1137	-6.7%	21	-9	3.1	2.4	1.9	i	-34
COc1ccc(-c2c(-c3ccc(OCC(=O)NN)cc3O)n[nH]c2C(F)(F)F)cc1	1	703	-0.17	-0.2	-0.11	-0.19	5.1	563	-2.4%	0.79	1336	-2.7%	17	3	2.4	1.8	5.2	i	7
COc1cccc(SCC(=O)N2CCN(c3ccccc3)CC2)c1	17	730	0.3	-0.22	0.76	0.35	-0.5	1285	·	-0.2	885	·	·	·	·	·	·	·	·
CCC(C)(C)C(=O)Nc1ncc(S(=O)(=O)c2ccc([N+](=O)[O-])cc2)s1	·	·	0.39	-0.23	0.31	0.35	0.3	1003	-2.4%	-0.08	1205	-2.1%	-10	-1	4.1	1.8	4.9	i	-5
Cc1ccc(NC(=O)C2(N(CC(C)C)C(=O)Cn3nnnc3N)CCCCC2)cc1	-36	749	-0.17	-0.23	0.51	-0.37	·	·	-1.1%	-0.53	1218	-1.8%	0	13	1.8	1.9	4.2	i	20
Cc1cc(C)nc(N=Nc2c(O)n(Cc3ccc(Cl)cc3)c3ccccc23)n1	0	636	-0.58	0.009	-0.5	1.2	12	560	13%	·	·	-6.4%	49	29	1.0	3.9	2.9	i	-3
CCN(CC)C(=O)CSC1c2ccccc2C(=O)N1c1ccccc1 (stereo not drawn)	·	·	2.7	-0.17	0.99	-1.6	·	·	0.9%	·	·	-1.8%	-22	14	2.7	1.1	3.3	i	3
COc1ccc(/C=N/NC(=O)c2cc(-c3ccc4c(c3)OCO4)n[nH]2)cc1OC	-30	654	-0.084	0.24	-0.098	0.53	-1.9	1131	-3.3%	-0.02	1582	-11%	-3	20	3.5	3.7	1.6	i	14
S=c1[nH]nc(COc2ccccc2)n1/N=C/c1ccncc1	8	679	-1.7	-0.2	-0.65	1.1	-5.4	1124	-1.8%	0.92	1499	-3.4%	1	0	1.2	1.8	11	i	10
COc1cccc(/C=N/n2cnc3c(cnn3-c3ccccc3)c2=O)c1	-12	671	-0.31	-0.24	0.15	-0.015	2.0	1255	·	0	988	·	·	·	·	·	·	·	·
COc1ccc(S(=O)(=O)Nc2ccc3c(c2)OCO3)cc1	·	·	-1.3	-0.18	0.15	0.68	-0.7	836	-0.3%	-0.61	1341	-2.1%	-2	1	4.0	2.3	5.8	i	-23
COc1ccc(C2Nc3ccccc3C(=O)N2Cc2ccco2)cc1COc1ccc([N+](=O)[O-])cc1 (stereo not drawn)	·	·	-0.28	-0.23	-0.86	0.14	1.2	1393	3.2%	-0.59	934	0.2%	-1	6	2.2	1.0	7.4	i	-6
CCOC(=O)c1c(/N=C/N(C)C)sc(/C=N/Nc2ccccc2)c1-c1ccccc1Cl	-4	610	-0.51	-0.038	-0.22	0.8	-1.1	1096	9.5%	-0.53	1266	-3.3%	11	-1	4.1	2.2	3.3	i	15
CCn1c(=O)n(CC)c2cc(S(=O)(=O)N3CCOCC3)ccc21	10	810	-0.78	-0.23	-0.35	-0.15	-1.9	1196	0.7%	-0.64	1217	-4.7%	0	-13	2.4	1.1	4.4	i	-5
CC(C)N=C(NS(=O)(=O)NC(=O)c1ccccc1)c1ccccc1	8	726	1.5	-0.23	1.2	0.24	0.1	1046	-2.9%	·	·	-5.2%	0	15	1.6	1.4	2.6	i	22
COc1ccc(CCNC2=NCCS2)cc1OC	-3	770	1.7	-0.24	0.63	-0.83	1.2	1260	·	-0.66	847	·	·	·	·	·	·	·	·
Cc1cc(=O)oc(C)c1C(=O)NCC1CCCO1 (stereo not drawn)	8	732	-0.55	-0.24	-0.23	1	0.1	1069	·	0.08	1140	-3.3%	-9	4	3.1	1.6	1.3	i	3
CCn1c(SCc2cccnc2)nc2c1c(=O)n(C)c(=O)n2C	·	·	2.9	-0.12	2.2	-1.9	-0.6	1176	-0.2%	0.43	1135	-1.4%	-3	-4	5.0	2.2	7.6	i	-2
NNC(=O)c1sc2cc(C(F)(F)F)cnc2c1-c1ccccn1	9	676	-0.58	-0.2	-0.21	0.23	0.1	1122	1.6%	0.64	1362	-4.2%	-3	-4	3.4	1.7	2.0	i	9

Exported with values under each structure: entries from further up.
Order of results: Hep lipid drop | Hep lipid drop cells 6.5 µM | Dynein transport | Dynein transport cytoplasmic EGFP | Dynein transport nuclear GR-EGFP | Dynein transport cell count | bCat nuc transl | bCat nuc transl cell count 5 µM | ER stress rescue | Insulin prom up | Insulin prom up cell count | XIAP displacement | WT yeast gro inh | WT yeast gro inh mutant strain | MT stabilizer | MT stabilizer Hoechst-high % | MT stabilizer cytotoxicity % | Autophagy mod | Autophagy mod cell loss 18 h
> O=C(Nc1ccc(C(F)(F)F)cc1)c1ccc2nc[nH]c2c1
→ 0 | 676 | -0.38 | -0.27 | 0.67 | 0.25 | -2.1 | 572 | -2.2% | 0.08 | 1137 | -6.7% | 21 | -9 | 3.1 | 2.4 | 1.9 | i | -34
> COc1ccc(-c2c(-c3ccc(OCC(=O)NN)cc3O)n[nH]c2C(F)(F)F)cc1
→ 1 | 703 | -0.17 | -0.2 | -0.11 | -0.19 | 5.1 | 563 | -2.4% | 0.79 | 1336 | -2.7% | 17 | 3 | 2.4 | 1.8 | 5.2 | i | 7
